Screens as filed in PubChem BioAssay.
PrPC TRFRET: reduces human prion protein on the cell surface. inhibition, % at 13.8 µM. P04156. 370,000 compounds, 0.43% hits. cell surface PrPC, TR-FRET read-out. AID 720596; in the data active = inhibition above about 24%; note: 0% = median of the test wells and 100% = reference compound wells
Vc quorum ag: inducers of Vibrio cholerae quorum light production without autoinducers | V. cholerae BH1578 lux reporter, luminescence, 6 h | activation, % at 18.7 µM | 350,000 compounds, 0.16% hits | AID 588436; in the data active = activation mostly above about 9.7%, no sharp cut-off; note: not every result past the cut was called active; inactives centre near 0; reference of the scale not given here
SSB-PriA inh: blocks PriA binding to SSB C-terminal tail; AlphaScreen SSBct-PriA binding, biotinylated peptide; inhibition, % at 33 µM; 430,000 compounds, 0.6% hits; in the data active = inhibition mostly above about 37%, no sharp cut-off; inactive = mostly below about 20%;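 note: plate controls were negative control peptide for no effect and reference peptide for full effect; strong numbers were not always called active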
3CLpro inhibitor: SARS-CoV 3CLpro protease inhibition | P0C6X7 | recombinant SARS-CoV 3CLpro, quenched FRET peptide cleavage | inhibition, % at 6 µM | 290,000 compounds, 0.14% hits | AID 1706; in the data active = inhibition above about 12%
TcdB GH inh: TcdB glycohydrolase inhibition; P18177; TcdB glycohydrolase enzymatic assay, plate reader; inhibition, % at 9.99 µM; 350,000 compounds, 0.24% hits; AID 652162; in the data active = inhibition above about 10%
Target sequence (P18177 whole entry, looked up): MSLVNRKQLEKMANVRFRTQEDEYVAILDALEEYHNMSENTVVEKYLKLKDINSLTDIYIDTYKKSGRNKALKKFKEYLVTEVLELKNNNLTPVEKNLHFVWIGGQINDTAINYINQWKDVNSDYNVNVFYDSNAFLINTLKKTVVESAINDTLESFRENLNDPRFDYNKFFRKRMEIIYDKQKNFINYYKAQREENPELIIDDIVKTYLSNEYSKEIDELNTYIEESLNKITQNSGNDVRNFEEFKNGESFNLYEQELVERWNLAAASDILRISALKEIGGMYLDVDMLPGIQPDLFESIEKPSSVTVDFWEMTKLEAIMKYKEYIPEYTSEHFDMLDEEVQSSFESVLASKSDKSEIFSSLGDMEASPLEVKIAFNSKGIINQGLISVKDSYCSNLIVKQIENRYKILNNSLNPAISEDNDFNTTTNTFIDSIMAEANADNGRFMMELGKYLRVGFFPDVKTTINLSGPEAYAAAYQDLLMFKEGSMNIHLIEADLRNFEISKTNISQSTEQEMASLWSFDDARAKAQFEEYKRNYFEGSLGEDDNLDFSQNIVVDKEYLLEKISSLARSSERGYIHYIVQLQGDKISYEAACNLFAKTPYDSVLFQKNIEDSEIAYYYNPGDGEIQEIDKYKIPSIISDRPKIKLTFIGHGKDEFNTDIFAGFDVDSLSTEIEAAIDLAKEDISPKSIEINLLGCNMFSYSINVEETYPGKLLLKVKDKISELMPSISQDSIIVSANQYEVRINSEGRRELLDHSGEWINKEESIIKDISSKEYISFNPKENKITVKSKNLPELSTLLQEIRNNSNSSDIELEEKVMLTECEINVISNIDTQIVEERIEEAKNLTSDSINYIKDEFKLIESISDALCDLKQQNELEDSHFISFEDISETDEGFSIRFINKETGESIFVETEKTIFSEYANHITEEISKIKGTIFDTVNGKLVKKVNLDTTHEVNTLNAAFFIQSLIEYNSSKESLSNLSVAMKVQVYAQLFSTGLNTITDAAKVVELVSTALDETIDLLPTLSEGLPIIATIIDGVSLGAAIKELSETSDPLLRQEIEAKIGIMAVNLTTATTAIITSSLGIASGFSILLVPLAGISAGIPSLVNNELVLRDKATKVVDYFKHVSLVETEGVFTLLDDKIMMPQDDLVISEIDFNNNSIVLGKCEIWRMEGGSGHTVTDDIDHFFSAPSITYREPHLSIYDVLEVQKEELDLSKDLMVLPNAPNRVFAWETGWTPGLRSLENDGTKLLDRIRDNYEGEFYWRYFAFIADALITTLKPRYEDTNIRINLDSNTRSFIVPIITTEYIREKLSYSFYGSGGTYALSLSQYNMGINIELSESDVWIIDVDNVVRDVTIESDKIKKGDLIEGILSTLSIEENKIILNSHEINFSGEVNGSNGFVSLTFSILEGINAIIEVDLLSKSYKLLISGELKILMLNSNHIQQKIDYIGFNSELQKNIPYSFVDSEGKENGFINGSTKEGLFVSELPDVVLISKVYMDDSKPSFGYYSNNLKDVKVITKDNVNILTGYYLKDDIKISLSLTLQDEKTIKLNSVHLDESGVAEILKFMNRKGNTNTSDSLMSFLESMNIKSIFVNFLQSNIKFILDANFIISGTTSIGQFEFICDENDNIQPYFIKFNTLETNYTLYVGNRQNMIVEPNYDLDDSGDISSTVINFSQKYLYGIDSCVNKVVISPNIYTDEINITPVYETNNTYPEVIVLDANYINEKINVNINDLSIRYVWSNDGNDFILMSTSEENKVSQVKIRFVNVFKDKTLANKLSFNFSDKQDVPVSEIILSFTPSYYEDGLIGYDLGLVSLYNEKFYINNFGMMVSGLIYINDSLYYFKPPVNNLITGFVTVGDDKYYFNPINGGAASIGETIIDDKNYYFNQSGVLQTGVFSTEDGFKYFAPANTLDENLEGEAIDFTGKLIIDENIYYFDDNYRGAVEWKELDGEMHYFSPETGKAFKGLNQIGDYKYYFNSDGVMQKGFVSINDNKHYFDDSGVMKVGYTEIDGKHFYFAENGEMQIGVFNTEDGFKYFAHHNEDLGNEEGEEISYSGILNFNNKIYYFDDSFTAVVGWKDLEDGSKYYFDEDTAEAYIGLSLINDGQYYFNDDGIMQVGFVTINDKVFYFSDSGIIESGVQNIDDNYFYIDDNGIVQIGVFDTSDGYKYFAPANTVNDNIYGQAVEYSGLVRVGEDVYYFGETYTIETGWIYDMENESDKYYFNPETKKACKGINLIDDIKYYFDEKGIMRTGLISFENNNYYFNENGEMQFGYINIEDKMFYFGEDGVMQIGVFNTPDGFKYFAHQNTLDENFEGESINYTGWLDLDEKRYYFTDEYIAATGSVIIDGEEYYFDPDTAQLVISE
The depositor's hits bear a star; · = no result given; & = joins results of further samples.

The opening 9 entries, to show the layout:
cpd | Structure | PrPC TRFRET | Vc quorum ag | SSB-PriA inh
1 | CCn1ncc(/C=C2/CC3C4CC=C5CC(O)CCC5(C)C4CCC3(C)C2=O)c1C (configuration not stated) | · | · | 0
2 | CCOC(=O)c1cnc(-n2nc(C)cc2C)nc1NNc1ncc(-c2ccccc2)cn1 | · | · | -11
3 | CCc1nc2sc3c(Cl)ncnc3c2c2c1CCCC2 | · | · | -11
4 | NC(=O)c1ccccc1Nc1nc2nc3ccccc3c(=O)n2cc1Br | · | · | 0
5 | Cc1c(C=C2C(=O)c3ccccc3C2=O)cc(C#N)n1C | · | · | 3
6 | O=C(Cc1nc2ccccc2s1)c1ccc(O)cc1O | · | · | 19
7 | NC(=O)CC[C@@H]1NC(=O)[C@H](CO)NC(=O)c2cc([N+](=O)[O-])cc(I)c2NCCCC[C@@H](C(N)=O)NC(=O)[C@H](Cc2ccc(O)cc2)NC1=O | · | · | 5
8 | COc1ccc2c(c1)O[C@H](c1ccc3c(c1)OCO3)[C@@H](OC(=O)N[C@H]1CCCc3ccccc31)C2=O | · | · | -32
9 | CN1CC=C(/C=C/c2ccc(-c3ccccc3)cc2)CC1 | · | · | 0

cpd | 3CLpro inhibitor | TcdB GH inh
1 | -1 | ·
2 | -3 | ·
3 | 5 | ·
4 | 2 | ·
5 | 1 | ·
6 | 3 | ·
7 | 0 | ·
8 | -6 | ·
9 | 3 | ·

The listing, from the start:
cpd | Structure | PrPC TRFRET | Vc quorum ag | SSB-PriA inh
1 | CCn1ncc(/C=C2/CC3C4CC=C5CC(O)CCC5(C)C4CCC3(C)C2=O)c1C (configuration not stated) | · | · | 0
2 | CCOC(=O)c1cnc(-n2nc(C)cc2C)nc1NNc1ncc(-c2ccccc2)cn1 | · | · | -11
3 | CCc1nc2sc3c(Cl)ncnc3c2c2c1CCCC2 | · | · | -11
4 | NC(=O)c1ccccc1Nc1nc2nc3ccccc3c(=O)n2cc1Br | · | · | 0
5 | Cc1c(C=C2C(=O)c3ccccc3C2=O)cc(C#N)n1C | · | · | 3
6 | O=C(Cc1nc2ccccc2s1)c1ccc(O)cc1O | · | · | 19
7 | NC(=O)CC[C@@H]1NC(=O)[C@H](CO)NC(=O)c2cc([N+](=O)[O-])cc(I)c2NCCCC[C@@H](C(N)=O)NC(=O)[C@H](Cc2ccc(O)cc2)NC1=O | · | · | 5
8 | COc1ccc2c(c1)O[C@H](c1ccc3c(c1)OCO3)[C@@H](OC(=O)N[C@H]1CCCc3ccccc31)C2=O | · | · | -32
9 | CN1CC=C(/C=C/c2ccc(-c3ccccc3)cc2)CC1 | · | · | 0
10 | COC(=O)N1CCN(c2ccc(C)c(C)c2)CC1 | · | · | 2
11 | CC(C)n1c(SCC(=O)Nc2nncs2)nnc1-c1ccco1 | · | · | -2
12 | CCOCCCn1c(C)nc2c(c1=O)c1nc3ccccc3nc1n2-c1ccc2c(c1)OCCO2 | · | · | -9

cpd | 3CLpro inhibitor | TcdB GH inh
1 | -1 | ·
2 | -3 | ·
3 | 5 | ·
4 | 2 | ·
5 | 1 | ·
6 | 3 | ·
7 | 0 | ·
8 | -6 | ·
9 | 3 | ·
10 | 2 | ·
11 | 0 | ·
12 | 2 | ·

Next part.
cpd | Structure | PrPC TRFRET | Vc quorum ag | SSB-PriA inh
13 | C=C(C)COc1ccc(-c2nc(N)ncc2-c2ccc(OC)cc2)c(O)c1 | 4 | -0.2 | ·
14 | Nc1nc2cc3c(cc2cc1C(=O)NCCc1c[nH]c2ccccc12)OCO3 | 17 | · | ·
15 | C[C@H](O)[C@@H]1C(=O)N2CCc3c([nH]c4c(-c5ccc6c(c5)OCO6)cccc34)[C@@H]2C[C@@H]1N(C)C(=O)c1ccco1 | 1 | · | ·
16 | O=S(=O)(c1ccccc1)N1CCCc2nc(-c3ccccc3)ccc21 | -3 | · | ·
17 | O=S1(=O)N[C@@H](Cc2ccccc2)COc2cccc(NCCCN3CCOCC3)c21 | -5 | · | ·
18 | Cc1ccc(N2CCN(C(=O)C(=O)c3cccc([N+](=O)[O-])c3)CC2)cc1 | -12 | · | ·
19 | C#CCNC(=O)C[C@H]1C[C@@]2(C(=O)OC)C(=C[C@H](C3CCCC3)O[C@@H]2C)N(CCCCCCCC)C1=O | 4 | · | ·
20 | COc1cccc(CNC(=O)[C@H]2CCCN2C(=O)[C@H]2CCCN2C(=O)c2c(F)cccc2F)c1 | 0 | · | ·
21 | O=C(Nc1ccc(F)cc1)C(c1cc2ccccc2o1)N1CCN(C(=O)c2ccco2)CC1 (configuration not stated) | -7 | · | ·
22 | COC(=O)C1=C(C)N(Cc2ccc(C(F)(F)F)cc2)C(=NCc2ccccc2)NC1c1ccc(Cl)cc1 (configuration not stated) | 1 | · | ·
23 | COC(=O)c1cc2c(c3c4cc(F)ccc4n(S(=O)(=O)c4ccc(C)cc4)c13)C(=O)N(Cc1ccc(C(F)(F)F)cc1)C2 | -2 | · | ·
24 | CC(=O)Nc1ccc(S(=O)(=O)N2CCN(C(=O)C(=O)c3cccc(C(F)(F)F)c3)CC2)cc1 | -2 | · | ·

cpd | 3CLpro inhibitor | TcdB GH inh
13 | 5 | ·
14 | · | 0.0
15 | · | 1.0
16 | · | 1.2
17 | · | 0.7
18 | · | 1.8
19 | · | 2.3
20 | · | -0.7
21 | · | 0.6
22 | · | 1.7
23 | · | -0.8
24 | · | 1.4

More records:
cpd | Structure | PrPC TRFRET | Vc quorum ag | SSB-PriA inh
25 | CCCCCCC12C(=Cc3cc4c(cc31)OCCO4)c1cc(OC)c(OC)cc1C(CC(=O)OC)N2C(=O)OC (configuration not stated) | -3 | · | ·
26 | Cc1ccc(S(=O)(=O)N2[C@@H](Cc3ccccc3)CO[C@H]2CC(=O)c2ccccc2)cc1 | 7 | · | ·
27 | CC(C)(C)S(=O)(=O)N1Cc2cc(CO)ccc2[C@H]1CCO | 1 | · | ·
28 | Cc1ccccc1C(=O)NCCN1CCC2(CC1)C(=O)NCN2c1ccccc1 | -4 | · | ·
29 | Nc1sccc1C(=O)NCCN1CCOCC1 | -5 | · | ·
30 | CN1CCCCC(NC(=O)c2c(F)cccc2F)C1=O (configuration not stated) | -2 | · | ·
31 | C[C@H](CO)N1C[C@H](C)[C@@H](CN(C)S(=O)(=O)c2ccc(F)cc2)Oc2cc(Br)ccc2S1(=O)=O | -5 | · | ·
32 | CC(C)(C)NC(=O)C(c1ccccc1)n1c(-c2ccc(-c3ccccc3)cc2)nc2ccccc21 (configuration not stated) | 8 | · | ·
33 | COc1ccc(Cn2c(C)cc(O)cc2=O)cc1 | 6 | · | ·
34 | O=C(N[C@@H]1CC[C@@H](CCNC(=O)C2CCOCC2)O[C@@H]1CO)c1ccncc1 | -5 | · | ·
35 | CCc1cc2c(nc1CC)CCCN2S(=O)(=O)c1cccs1 | 8 | · | ·
36 | CC(C)c1[nH]nc2c1C(c1ccc3c(c1)OCO3)NC2=O (configuration not stated) | 3 | · | ·

cpd | 3CLpro inhibitor | TcdB GH inh
25 | · | -0.4
26 | · | 0.5
27 | · | 0.2
28 | · | 0.6
29 | · | -0.9
30 | · | 0.9
31 | · | 0.9&0.7&-0.4
32 | · | 0.3
33 | · | -0.7
34 | · | -0.6&0.5
35 | · | -0.7
36 | · | 1.5

Next part:
cpd | Structure | PrPC TRFRET | Vc quorum ag | SSB-PriA inh
37 | CC1CCCC(C)N1C(=O)c1ccccc1 (configuration not stated) | -4 | · | ·
38 | COc1cc(CCN)c(OC)cc1C | 1 | · | ·
39 | CCCCCCCCN1C(=O)[C@@H](CC(=O)NCCCCc2ccccc2)C[C@@]2(C(=O)OC)C1=C[C@H](C(C)(C)C)O[C@@H]2C | -1 | · | ·
40 | O=C(Nc1c(-c2ccccc2)[nH][nH]c1=O)c1cccs1 | 6 | · | ·
41 | C[C@@H]1CN(c2ccc(N3CCN(C(=O)OC(C)(C)C)C[C@H]3C)cc2C#N)C[C@H](C)O1 | 7 | · | ·
42 | COC(=O)[C@]12C[C@H](CC(=O)NCCCCc3ccccc3)C(=O)N(Cc3ccccc3)C1=C[C@H](C(C)(C)C)O[C@@H]2C | -2 | · | ·
43 | CCCCNC(=O)C1C(c2ccc(C(F)(F)F)cc2)=Nc2ccccc2N1C(=O)c1ccc2nc(C)[nH]c2c1 (configuration not stated) | 4 | · | ·
44 | COC(=O)C1=C(C)N(Cc2ccccc2C(F)(F)F)C(=NCc2ccc(OC)cc2)NC1c1ccc(C(F)(F)F)cc1 (configuration not stated) | -8 | · | ·
45 | CCCCNC(=O)C[C@H]1C[C@@]2(C(=O)OC)C(=C[C@H](C3CCCC3)O[C@@H]2C)N(Cc2ccccc2)C1=O | -2 | · | ·
46 | COC(=O)C1=C(C)N(Cc2ccccc2C(F)(F)F)C(=NCc2ccccc2)NC1c1cccc(C(F)(F)F)c1 (configuration not stated) | 15 | · | ·
47 | c1ccc(-c2ccc3c(n2)CCCN3Cc2ccccn2)cc1 | 1 | · | ·
48 | COC(=O)N1C[C@H](OCc2cn(-c3ccc(OC)cc3)nn2)[C@H]2C[C@@H]1c1ccccc1O2 | 0 | · | ·

cpd | 3CLpro inhibitor | TcdB GH inh
37 | · | 0.8
38 | · | 0.6
39 | · | 1.7
40 | · | -14
41 | · | -0.1
42 | · | -3.0
43 | · | -0.3
44 | · | 0.9
45 | · | 1.0
46 | · | -2.4
47 | · | 1.7
48 | · | 1.8

More entries follow:
cpd | Structure | PrPC TRFRET | Vc quorum ag | SSB-PriA inh
49 | COC(=O)C1=C(C)N(Cc2cccc(C(F)(F)F)c2)C(=NCc2cc(OC)c(OC)c(OC)c2)NC1c1ccc(Cl)cc1 (configuration not stated) | 19 | · | ·
50 | COC(=O)[C@]12C[C@H](CC(=O)NCc3cccc4ccccc34)C(=O)N(Cc3ccccc3)C1=C[C@H](C(C)C)O[C@@H]2C1CC1 | 2 | · | ·
51 | CSCCC(C(=O)Nc1c(C)cccc1C)n1c(-c2cnc(C)cn2)nc2ccccc21 (configuration not stated) | 18 | · | ·
52 | COC(=O)C1=C(C)N(Cc2ccc(C(F)(F)F)cc2)C(=NCc2ccc3c(c2)OCO3)NC1c1cccc(Cl)c1 (configuration not stated) | -10 | · | ·
53 | COC(=O)C1=CC(=O)N2CCN=C2S1 | -9 | · | ·
54 | COc1ccc(NC(=O)N(C)C[C@@H]2OCc3cnnn3CCCC(=O)N([C@H](C)CO)C[C@H]2C)c(OC)c1 | 2 | · | ·
55 | CCOC(=O)[C@]12CCCC=C1N(CCC1=CCCCC1)C(=O)[C@H](CC(=O)N1CCC(c3ccccc3)CC1)C2 | 5 | · | ·
56 | CCCCc1c(-c2ccccc2OC)ncn1Cc1ccc(C)cc1 | 16 | · | ·
57 | CCC(c1nc2ccccc2[nH]1)n1c(C)nc2ccccc21 (configuration not stated) | -1 | · | ·
58 | COC(=O)[C@]12C[C@H](CC(=O)N3CCOCC3)C(=O)N(Cc3ccccc3)C1=C[C@H](C(C)(C)C)O[C@@H]2C | 2 | · | ·
59 | CCc1c(-c2ccccc2)ncn1Cc1cccc(-c2ccccc2)c1 | 21 | · | ·
60 | N#Cc1ccc2nc(-c3ccc(CN4CCC(c5nc6ccccc6[nH]5)CC4)cc3)c(-c3ccccc3)nc2c1 | -13 | · | ·

cpd | 3CLpro inhibitor | TcdB GH inh
49 | · | 2.0
50 | · | 1.6
51 | · | -2.8
52 | · | 2.3
53 | · | 0.0
54 | · | -0.1&0.4
55 | · | 2.1
56 | · | 1.8
57 | · | 1.0
58 | · | 1.0
59 | · | -3.4
60 | · | -0.2

New compounds follow
cpd | Structure | PrPC TRFRET | Vc quorum ag | SSB-PriA inh
61 | CCCCN(CCCC)CCCNC(=O)Cn1cc(C)c(=O)[nH]c1=O | -4 | · | ·
62 | Nc1ccc2ccc(NS(=O)(=O)N3CCCCC3)cc2c1 | 31* | · | ·
63 | Cc1cccc(C)c1NC(=O)C1(C)CN(S(C)(=O)=O)CC(=O)N1CCc1ccc(O)cc1 (configuration not stated) | -1 | · | ·
64 | COC(=O)C[C@@H]1C=C[C@@H](NC(=O)C2CCC2)[C@@H](CO)O1 | 1 | · | ·
65 | CSCCC(C(=O)NC(C)(C)C)n1c(-c2ccc3c(c2)OCO3)nc2ccccc21 (configuration not stated) | 9 | · | ·
66 | Cc1ccccc1CN1[C@@H](C)[C@H](c2ccccc2)Oc2cccc(N3CCCC3)c2S1(=O)=O | -2 | · | ·
67 | C=CCN=C1NC(c2cccc(C(F)(F)F)c2)C(C(=O)OC)=C(C)N1C (configuration not stated) | -11 | · | ·
68 | Cc1ccc2nc3n(c(=O)c2c1)-c1ccccc1C(=O)NC3Cc1ccccc1 (configuration not stated) | 3 | · | ·
69 | O=C(/C=C(\Nc1cc(Cl)c(Cl)c(Cl)c1)c1ccccc1)c1ccccc1 | 9 | · | ·
70 | CC(=C1SC(=S)NC1=O)c1ccc(Cl)c(O)c1 | -2 | · | ·
71 | CN(C)C(=O)N1CCN(C(=O)[C@H]2O[C@@H](n3ccc(N)nc3=O)[C@H](O)[C@@H]2O)CC1 | 4 | · | ·
72 | Cc1cc2c(c(=O)o1)[C@@]1(C(=O)N(C)c3ccccc31)C1=C(CCCC1=O)O2 | -4 | · | ·

cpd | 3CLpro inhibitor | TcdB GH inh
61 | · | 0.9
62 | · | -0.3
63 | · | 1.9
64 | · | 0.3
65 | · | -1.0
66 | · | 0.8
67 | · | 0.9
68 | · | 0.4
69 | · | -4.0
70 | · | 0.5
71 | · | 2.0
72 | · | -0.6

An excerpt; count on the stated rates, not on these rows.
